# Screening data: PubChem BioAssay, Sanford-Burnham Center for Chemical Genomics
# Jurkat NFkB inh: lowers PMA/ionomycin-induced NF-kB signal in Jurkat cells | PMA/ionomycin-induced NF-kB luciferase reporter, luminescence | inhibition, % at 4 µM | 330,000 compounds, 0.53% hits | AID 435003; in the data active = inhibition above about 50%
# EBI2 antag: EBI2 (human) antagonism; P32249; EBI2 beta-arrestin recruitment, luminescence, 7a,25-OHC stimulated; 360,000 compounds, 0.81% hits; inhibition, % at 5 µM; AID 651636; in the data active = inhibition above about 38%;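 note: enzyme fragment complementation signal reports receptor beta-arrestin coupling in cells; 0% = agonist plus DMSO wells and 100% = wells without agonist; some results beyond the cut were filed as inactive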
# Target sequence (P32249 whole entry, looked up, the tested form may be a part): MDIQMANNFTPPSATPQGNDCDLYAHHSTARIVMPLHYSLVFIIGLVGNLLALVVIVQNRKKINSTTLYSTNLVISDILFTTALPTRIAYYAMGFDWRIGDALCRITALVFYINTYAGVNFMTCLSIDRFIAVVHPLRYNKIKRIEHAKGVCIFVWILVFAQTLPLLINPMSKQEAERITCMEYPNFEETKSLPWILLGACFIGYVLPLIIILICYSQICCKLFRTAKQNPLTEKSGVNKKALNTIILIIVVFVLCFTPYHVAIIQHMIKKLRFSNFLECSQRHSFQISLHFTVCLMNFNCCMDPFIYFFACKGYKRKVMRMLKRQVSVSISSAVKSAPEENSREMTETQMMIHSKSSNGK
# CHOP UPR activ: activators of apoptotic arm of unfolded protein response (CHOP); CHO-CHOP luciferase reporter, UPR activation, luminescence; percent of tunicamycin response over DMSO baseline; 330,000 compounds, 0.34% hits; activation, % at 10 µM;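 active = at 10 µM dose, activation of 40% or more, normalized to positive control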;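 note: 100% = tunicamycin at 10 µg/mL and 0% = DMSO alone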
#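 System: CHO-CHOP luciferase reporter cell line | Buffer or medium: F12 medium containing 10% fetal bovine serum | Doses: One dose, 10 µM in 0.5% DMSO | Times: 6 h compound exposure at 37 °C after overnight seeding | Signal: Luciferase luminescence | Read-out: % activation vs tunicamycin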
# Gli-Sufu block: antagonists of Gli-Sufu signaling | Sufu-KO-LIGHT fibroblasts, Gli luciferase reporter luminescence | inhibition, % at 5 µM | 340,000 compounds, 0.74% hits;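 active = inhibition above about 55%, limit read from the data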;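 note: 0% = DMSO-treated cells and 100% = wells with medium but no cells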
# Mdm2 MdmX PPI: human Mdm2/MdmX binding inhibition; SaOS-2 split-luciferase Mdm2/MdmX complementation, luminescence; inhibition, % at 8 µM; 330,000 compounds, 3% hits; AID 485346;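 active = inhibition of at least 50% at 8 µM in the primary screen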
# CXCR6 block: inhibitors of human CXCR6 receptor; 360,000 compounds, 0.36% hits; O00574; CHO-K1 PathHunter CXCR6 beta-arrestin, luminescence; inhibition, % at 20 µM; in the data active = inhibition above about 34%, passing the limit was not always enough;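 note: antagonist mode with CXCL16 agonist at 10 nM final; 0% = 10 nM CXCL16 with DMSO and 100% = unstimulated wells without agonist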
# Target sequence (O00574 whole entry, looked up): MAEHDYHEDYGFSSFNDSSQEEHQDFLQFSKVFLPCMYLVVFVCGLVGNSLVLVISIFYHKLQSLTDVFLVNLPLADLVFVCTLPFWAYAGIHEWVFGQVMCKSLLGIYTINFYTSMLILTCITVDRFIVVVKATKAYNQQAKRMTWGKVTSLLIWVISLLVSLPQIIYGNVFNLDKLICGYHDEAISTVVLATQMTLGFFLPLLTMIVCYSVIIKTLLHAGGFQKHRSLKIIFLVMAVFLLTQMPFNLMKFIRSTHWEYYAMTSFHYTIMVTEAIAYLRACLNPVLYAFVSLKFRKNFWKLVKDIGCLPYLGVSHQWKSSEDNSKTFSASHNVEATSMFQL
# CCR6 antagonist: CCR6 (human) receptor antagonism; CHO-K1 CCR6 PathHunter beta-arrestin, luminescence, CCL20-stimulated; inhibition, % at 20 µM; 340,000 compounds, 0.49% hits; AID 493098;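 active = compounds whose inhibition of the agonist-driven luminescence signal at 20 µM reaches about 50%, limit read from the data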;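 note: cells stimulated with CCL20 at 14 nM final; plate controls were DMSO with CCL20 for no effect and DMSO without agonist for full effect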
# Target sequence (P51684 whole entry, looked up): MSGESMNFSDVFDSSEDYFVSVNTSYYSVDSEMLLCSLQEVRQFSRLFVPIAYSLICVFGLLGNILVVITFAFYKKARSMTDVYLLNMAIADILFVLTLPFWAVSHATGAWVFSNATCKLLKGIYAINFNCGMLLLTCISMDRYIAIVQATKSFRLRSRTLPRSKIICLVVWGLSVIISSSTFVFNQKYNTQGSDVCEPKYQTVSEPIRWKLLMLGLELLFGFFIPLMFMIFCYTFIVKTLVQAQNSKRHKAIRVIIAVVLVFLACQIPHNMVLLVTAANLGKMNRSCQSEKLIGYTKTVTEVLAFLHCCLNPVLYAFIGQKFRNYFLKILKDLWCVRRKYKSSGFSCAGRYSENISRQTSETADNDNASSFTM
# XBP1 UPR activ: activators of adaptive arm of unfolded protein response (XBP1). 330,000 compounds, 0.33% hits. CHO-XBP1 luciferase reporter, IRE1-XBP1 UPR activation, luminescence; percent of tunicamycin response, DMSO as zero. activation, % at 20 µM;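 active = versus positive control, 20 µM dose yields 30% or more activation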;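 note: 100% = tunicamycin at 10 µg/mL and 0% = DMSO only wells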
#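 Material: CHO cell line with stable XBP1 luciferase reporter; schedule: 16-18 h cell attachment at 37 °C, then 6 h compound exposure; signal: glow luminescence from Steady-Glo reagent; medium: serum-containing F12 medium, 10% FBS; benchmarks: tunicamycin 10 µg/mL and vehicle-only wells; read-out: percent activation relative to tunicamycin reference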
# 697 NFkB inh: lowers PMA/ionomycin-induced NF-kB signal in 697 B cells. inhibition, % at 4 µM. AID 435022. 330,000 compounds, 0.33% hits. 697 B-cell NF-kB luciferase reporter, 16 h; in the data active = inhibition above about 35%
# Numbers without * were called inactive; . = no result given.
SMILES,Jurkat NFkB inh,EBI2 antag,CHOP UPR activ,Gli-Sufu block,Mdm2 MdmX PPI,CXCR6 block,CCR6 antagonist,XBP1 UPR activ,697 NFkB inh
Cc1cc(C)c(S(=O)(=O)Nc2ccncc2)cc1C,1.9,-8.8,1.5,3.0,3.6,-12.6,-10.1,-2.3,0.3
Cc1cccc(S(=O)(=O)NC2CCCCCCC2)c1,9.4,2.4,2.1,11.6,5.6,1.1,6.5,0.3,-0.5
COc1ccc(NC(C)=O)cc1S(=O)(=O)Nc1ccccc1C(=O)NCCc1ccccc1,-63.8,-0.8,0.9,-12.6,-51.8,2.6,10.9,0.2,-61.1
O=C(Cn1cc(C(=O)c2ccco2)c2ccccc21)NC1CCCC1,7.2,-17.5,0.5,5.4,17.4,9.7,-0.1,5.3,9.2
S=c1[nH]ccn1Cc1ccccc1,-2.8,-3.1,0.8,4.5,11.4,-6.3,-1.3,-0.2,14.9
Cc1ccc2nc(SCC(=O)Nc3cccc(F)c3)nc(=O)n2c1,11.6,0.5,-1.5,5.6,-8.1,-6.4,5.2,-0.4,-10.7
O=C(N/N=C/c1c(F)cccc1Cl)C(=O)N1CCCCCC1,16.7,4.8,2.5,-26.6,56.4*,-1.8,-7.6,-2.2,16.5
Cc1cc(C)c2oc(-c3cccc(NC(=O)c4ccc(F)cc4)c3)nc2c1,8.6,14.1,-1.8,-4.1,36.4,-18.2,-10.0,2.5,-1.5
COc1ccc(-c2cccc(C(=O)Nc3ccccc3C)c2)cc1,9.2,-15.8,0.8,-7.6,10.2,-1.2,7.7,-2.9,-3.8
CCOC(=O)c1ccc(NC(=O)N2CCN(Cc3cccc(F)c3)CC2)cc1,-1.9,-3.7,1.9,0.7,3.2,3.3,11.8,-2.8,6.6
C#CCOc1nc(C)cc(C)c1S(=O)(=O)c1ccccc1C,14.5,-0.4,2.7,0.6,12.4,6.4,16.9,-4.7,1.2
COc1ccc(C(C)=O)cc1COC(=O)c1ccc2c(c1)OCO2,-15.9,6.6,-2.1,-1.9,17.3,-0.4,16.9,3.6,-18.2
CCOc1ccc(-c2nnc(NC(=O)c3ccc(OCC(C)C)c(OC)c3)o2)cc1,3.9,-10.3,4.1,-14.4,57.0*,18.6,21.8,5.0,-27.7
CCOC(=O)N1CCN(S(=O)(=O)c2ccc(C(=O)Nc3sc4c(c3C#N)CC(C)(C)NC4(C)C)cc2)CC1,4.9,0.2,0.1,2.8,22.0,-1.0,20.3,-4.2,-5.1
CN1C(=O)c2ccc(C(=O)NC3CCCCC3)cc2C1=O,2.3,-2.0,2.9,3.4,10.0,-0.5,-4.2,-1.5,-11.5
CCN1CCN(C(=O)CSCc2nc(-c3ccc(OC)c(OC)c3)oc2C)CC1,-6.5,-1.7,-0.5,-9.1,-34.4,2.8,7.1,-3.7,-20.3
Cc1cc(C)n(C(=O)CNC(=O)C2COc3ccccc3O2)n1 (configuration not stated),-16.8,-3.1,-2.3,-2.5,10.0,-1.1,-0.4,-2.4,-37.5
CCCC(=O)N1CCN(c2ccc(NC(=O)c3ccc(N4CCCC4)c([N+](=O)[O-])c3)cc2Cl)CC1,11.5,0.3,0.2,24.6,8.7,2.0,15.1,0.0,14.7
Cc1sc(NC(=O)CSc2nnc(-c3ccccc3)o2)c(C#N)c1C,2.0,-5.0,-0.2,-4.5,5.7,3.4,25.1,0.3,-3.4
COc1ccc(C(=O)CN(CCC(=O)O)S(=O)(=O)c2ccc([N+](=O)[O-])cc2)cc1,2.1,-20.6,-1.3,-12.6,7.2,-23.8,2.6,1.5,19.9
CC(=O)OC(C=C(C)C)C/C(C)=C/COc1c2ccoc2cc2oc(=O)ccc12 (configuration not stated),.,7.3,.,7.2,.,-5.8,1.0,.,.
C=CCc1c(O)nc(SCC(=O)c2ccccc2)[nH]c1=O,-9.5,4.3,3.6,-0.6,-2.7,-0.1,-21.3,-4.0,21.7
COc1cc(/C=C\C(=O)Nc2cc(=O)n(C)c(=O)n2C)cc(OC)c1OC,11.6,-4.6,-1.4,9.5,17.0,3.5,-0.7,-0.1,15.5
CCCn1nnnc1SCC(=O)Nc1nnc(CC)s1,-2.4,-19.1,14.2,0.7,0.0,1.3,-0.8,-4.5,6.2
CCCCCOC(=O)C1=C(C)Nc2nnnn2C1c1ccccc1Cl (configuration not stated),11.0,24.9,-0.4,12.3,21.3,-2.4,8.8,0.2,-33.0

# In the list so far, these have an NH in an aromatic ring.
SMILES,Jurkat NFkB inh,EBI2 antag,CHOP UPR activ,Gli-Sufu block,Mdm2 MdmX PPI,CXCR6 block,CCR6 antagonist,XBP1 UPR activ,697 NFkB inh
S=c1[nH]ccn1Cc1ccccc1,-2.8,-3.1,0.8,4.5,11.4,-6.3,-1.3,-0.2,14.9
C=CCc1c(O)nc(SCC(=O)c2ccccc2)[nH]c1=O,-9.5,4.3,3.6,-0.6,-2.7,-0.1,-21.3,-4.0,21.7

# (continued)
SMILES,Jurkat NFkB inh,EBI2 antag,CHOP UPR activ,Gli-Sufu block,Mdm2 MdmX PPI,CXCR6 block,CCR6 antagonist,XBP1 UPR activ,697 NFkB inh
CCCCn1c(=O)[nH]c(=O)c2c1nc(-c1cc(Cl)c(OC)c(OC)c1)n2C,15.2,9.4,0.5,3.4,20.8,3.0,8.9,-3.5,1.2
COC(=O)c1[nH]c2ccc(C)cc2c1NC(=O)Nc1ccc(OC)cc1,6.4,6.1,1.8,4.2,19.8,-2.5,20.2,-1.7,8.8
Cc1cc(C)nc(N2CCC(C(=O)NCc3cccs3)CC2)n1,-18.6,-7.9,-1.7,3.2,-1.2,5.4,10.0,-0.1,-6.0
CC(=O)Nc1c2c(nn1-c1ccccc1)CS(=O)C2 (configuration not stated),0.0,-3.6,1.7,0.5,-1.1,2.4,11.4,-2.3,5.9
COc1ccc(CNC(=O)c2cccnc2)cc1,-10.9,-9.4,-0.1,-2.8,-22.5,2.8,-3.8,-1.8,-0.8
CC(C)=CCC(C)(C)/C=N/NC(N)=O,8.4,3.9,0.9,5.8,-6.2,-3.4,-4.1,0.1,10.9
O=C(c1ccccc1)C(Sc1ncn[nH]1)c1ccccc1 (configuration not stated),13.1,1.6,-3.1,25.8,22.9,-9.4,2.9,-2.9,-6.0
N#Cc1ccc(CN2CCN(C(=O)CCNS(=O)(=O)c3ccc(F)c(Cl)c3)CC2)cc1,6.1,-1.6,-1.1,-2.2,24.3,0.4,5.2,-4.0,16.6
CCCCn1c2nc3ccccc3nc2c2c(=O)n(CCC(C)C)cnc21,9.5,-0.4,4.5,6.7,28.0,7.6,11.9,2.9,20.0
O=S1(=O)CCO[C@H]2Cc3ccccc3[C@H]2N1Cc1ccccc1,-5.5,1.4,0.0,-0.2,-0.6,-1.7,-2.3,2.3,11.9
CN1/C(=C\C(=O)C(F)F)C(C)(C)c2ccccc21,-9.8,-5.3,-0.4,17.3,8.0,-15.9,16.9,0.2,-13.9
CCOc1cc(C(=O)Nc2ccon2)cc(OCC)c1OCC,-2.6,-1.2,0.7,5.8,4.8,-1.2,-0.7,0.8,-8.2
CCC(=O)Nc1nnc(SCCOC)s1,8.0,5.3,5.1,-9.0,-15.6,-3.2,-23.8,-0.1,7.4
COc1ccc(C(=O)NCc2nnc(SCC(=O)Nc3nc4ccccc4s3)o2)cc1OC,-14.3,4.2,-0.1,-1.0,-8.9,-20.6,-8.2,-1.5,0.4
CC(=O)c1ccc(NC(=O)c2ccc(NC(=O)c3ccco3)cc2)cc1,-4.0,3.0,2.1,-4.9,71.4*,12.0,7.9,3.3,4.5
Nc1nnc(CC(=O)N/N=C/c2cccc([N+](=O)[O-])c2)s1,4.8,2.8,-2.2,32.3,2.0,5.5,-15.6,0.2,8.6
CN(Cc1ccco1)S(=O)(=O)c1csc(C(N)=O)c1,-6.2,4.0,-0.6,20.0,1.2,-5.2,-0.2,-5.6,-1.8
O=C(NCCN1CCOCC1)C(=O)NCC1OCCN1S(=O)(=O)c1ccc(Br)cc1 (configuration not stated),-3.7,-2.0,-1.3,2.0,37.0,-6.0,7.8,-0.5,-8.2
Cc1cccc(NC(=S)NNc2cccc(Cl)c2)c1,-27.4,3.3,2.9,-2.0,10.8,-19.4,14.3,1.7,-10.9
O=C(c1sc2cc(F)ccc2c1Cl)N1CCN(c2ccccc2)CC1,2.8,-0.8,2.2,-1.1,-1.6,2.7,-5.0,-2.7,9.8
O=C(c1ccc(OC2CCN(Cc3ccccn3)CC2)cc1)N1CCCC(O)C1 (configuration not stated),-14.8,-3.0,1.2,-0.9,22.0,0.3,-4.3,1.9,7.0
COc1ccc(-c2ccc(F)cc2)cc1[C@H]1[C@H]2C=CC[C@@H](C)[C@@H]2C(=O)N1Cc1ccccc1,-0.1,28.6,-0.8,35.1,60.9*,20.6,23.0,-0.4,39.9*
Cc1cccc(NC(=O)c2ccccc2[N+](=O)[O-])n1,-2.7,-1.1,1.4,0.9,14.6,-8.1,8.8,0.8,0.1
COc1ccc(CCNC(=O)c2c(O)c3c([nH]c2=O)CCCC3)cc1,-9.3,8.5,-1.4,-8.4,3.4,-3.3,-20.6,-2.9,33.1
CC(=O)c1cccc(S(=O)(=O)NCCC(=O)Nc2ccc(S(N)(=O)=O)cc2)c1,-2.1,-5.2,-2.0,-19.5,19.2,-5.9,-2.3,-1.8,13.4
SMILES,Jurkat NFkB inh,EBI2 antag,CHOP UPR activ,Gli-Sufu block,Mdm2 MdmX PPI,CXCR6 block,CCR6 antagonist,XBP1 UPR activ,697 NFkB inh
O=C(Cn1cccc1C(=O)c1ccccc1)NCCN1CCCCCC1,0.2,-3.4,-2.1,18.5,-16.8,6.9,12.1,-2.1,9.4
NC(=O)c1ccc(NC(=O)COC(=O)CC2Sc3ccccc3NC2=O)cc1 (configuration not stated),-3.3,4.6,2.0,-1.0,-18.2,-3.3,-3.0,3.1,-3.0
COC(=O)c1ccc(NC(=O)C23CCC(C)(C(=O)O2)C3(C)C)cc1 (configuration not stated),-13.6,-7.4,2.0,-16.0,16.9,5.3,5.4,1.7,-25.8
O=C(N/N=C/c1cccc2ccccc12)c1cc(C2CC2)[nH]n1,-27.4,21.2,2.4,-12.5,4.9,-9.3,6.8,4.9,-22.4
COc1ccc(NC(=O)c2cccnc2)cc1OCC(C)C,-20.1,-10.1,1.5,13.9,9.4,-3.4,9.0,1.1,-21.2
CC1CCC(N(CCCN)Cc2ccco2)CC1C (configuration not stated),6.7,-5.4,0.3,4.8,22.9,-2.8,15.4,4.2,11.0
N#Cc1c(-c2ccccc2)nc(SCc2ccc(Cl)cc2)[nH]c1=O,7.4,3.9,-1.8,-24.0,17.0,6.9,14.3,-1.0,7.3
O=C(Nc1cccc(C(=O)O)c1)/C(=C\c1ccccc1)NC(=O)c1ccccc1Cl,2.2,-3.1,-2.4,2.0,-6.4,-1.5,0.5,-2.0,13.6
CC(C)COc1cccc(C(=O)NNC(=O)C2COc3ccccc3O2)c1 (configuration not stated),16.4,-4.5,-1.1,-27.0,-8.2,-1.2,10.2,-3.9,-1.3
CCOc1ccc(-n2c(SCC(=O)OC)nc3sc4c(c3c2=O)CCN(C)C4)cc1,1.9,-2.7,1.9,14.7,12.3,-0.5,6.9,5.0,3.9
Cc1no[n+]([O-])c1COc1ccc(/C=C(\C#N)C(N)=O)cc1,-0.2,-7.1,-1.1,-0.8,18.9,-6.6,15.8,-2.1,-1.1
CC(C)c1ccc(OCC(O)Cn2cnc3ccccc32)cc1 (configuration not stated),-11.5,0.3,1.9,-18.6,7.1,-9.1,16.5,-1.8,-36.6

# No enrichment for hits; overall some 5% were active at least once.
